TRb-SRC2 inh – qHTS for Inhibitors of the Interaction of Thyroid Hormone Receptor and Steroid Receptor Coregulator 2; AID 1469, 2008; Potency, µM (top dose mostly 106 µM), for inactives: top-dose activity change, negative = inhibition, most hits filed as inhibitors; hit rate 0.065% among 280,000; Thyroid hormone receptor beta (Homo sapiens), P10828; TRbeta-SRC2 peptide binding, fluorescence polarization; receptor liganded with 1 µM T3;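 also: plate controls were bound peptide for no effect and peptide without receptor for full effect; nearly all actives have a fitted effect of over 50% in size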
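Human TRb ligand-binding domain (0.6 uM) is mixed with 20 nM Texas Red SRC2 peptide and 1 uM T3; after compound addition and 5 hr at ambient temperature, polarization is measured and normalized to unbound and bound controls.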
L3MBTL1 inh – qHTS Assay for the Inhibitors of L3MBTL1; AID 485360, 2010; hit rate 0.66% among 230,000; Lethal(3)malignant brain tumor-like protein 1 (Homo sapiens), Q9Y468; Potency, µM (series often up to 57.1 µM), for inactives: at the top dose activity, negative = inhibition, most hits filed as inhibitors; AlphaScreen L3MBTL1–H3K9me1 peptide binding; also: nearly all actives have a fitted effect of over 60% in size
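AlphaScreen assay: L3MBTL1 (50 nM final) was preincubated 30 min at room temperature with biotinylated H3(1-15)K9me1 peptide (75 nM final), then 30 min with library compounds; streptavidin donor and nickel chelate acceptor beads (10 ug/mL final) added, 30 min dark.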
ALDH1A1 inh – qHTS Assay for Inhibitors of Aldehyde Dehydrogenase 1 (ALDH1A1); Aldehyde dehydrogenase 1A1 (Homo sapiens), P00352; Purified ALDH1A1, NADH fluorescence, propionaldehyde substrate; Potency, µM (titrated, usually from 75.3 µM), without a hit: top-dose activity, negative = inhibition, usual class: inhibitors; hit rate 7.3% among 220,000; AID 1030, 2008; active = well fitted inhibition curve with a large enough effect, not every such curve was filed as active; inconclusive = small, poorly fitted or top-dose-only effect, or another doubt; inactive = no such curve, though single readings can be large or run the other way;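 also: plate controls were no enzyme wells and a reference inhibitor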
Target sequence (P00352 whole entry, looked up): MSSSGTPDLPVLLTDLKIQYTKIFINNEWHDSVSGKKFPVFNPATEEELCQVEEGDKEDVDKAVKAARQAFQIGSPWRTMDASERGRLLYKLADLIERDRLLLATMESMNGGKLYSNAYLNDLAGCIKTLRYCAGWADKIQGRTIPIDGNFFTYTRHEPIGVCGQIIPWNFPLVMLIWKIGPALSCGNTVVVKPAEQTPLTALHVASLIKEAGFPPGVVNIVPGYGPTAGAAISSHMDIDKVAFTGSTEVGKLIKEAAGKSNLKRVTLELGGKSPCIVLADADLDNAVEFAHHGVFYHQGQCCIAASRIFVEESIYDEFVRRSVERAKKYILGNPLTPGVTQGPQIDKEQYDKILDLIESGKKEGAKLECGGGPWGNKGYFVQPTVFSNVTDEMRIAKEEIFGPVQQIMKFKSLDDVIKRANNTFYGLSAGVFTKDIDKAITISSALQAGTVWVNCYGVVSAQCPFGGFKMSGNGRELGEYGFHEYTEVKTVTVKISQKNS
Tau fibril FP – qHTS for Inhibitors of Tau Fibril Formation, Fluorescence Polarization. Potency, µM (doses to about 57.7 µM), without a hit: at the top dose activity, negative = inhibition, hits mostly inhibitors. hit rate 0.39% among 280,000. Microtubule-associated protein tau (Homo sapiens), P10636. K18 P301L tau heparin fibrillization, Alexa594 FP, 6 h; also: nearly all actives have a fitted effect of over 55% in size
Target sequence (P10636 561-689 P618L limits assumed): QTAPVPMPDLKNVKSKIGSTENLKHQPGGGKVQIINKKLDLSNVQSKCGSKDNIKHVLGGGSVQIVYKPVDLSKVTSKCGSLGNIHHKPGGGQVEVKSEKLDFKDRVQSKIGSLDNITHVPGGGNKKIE
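FP of Alexa 594-tau after heparin (20 uM) induction. Substrate: human K18 P301L, 15 uM unlabeled, 0.24 uM labeled. Buffer 100 mM sodium acetate pH 7. 6 hr, 37 C.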
Tau fibril ThT – qHTS for Inhibitors of Tau Fibril Formation, Thioflavin T Binding. recombinant tau K18 P301L, heparin-induced fibrillization, ThT fluorescence. Potency, µM (highest dose often 57.4 µM), for inactives: top-dose activity, negative = inhibition, most hits filed as inhibitors. hit rate 2.1% among 270,000; also: nearly all actives have a fitted effect of over 55% in size
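Aggregation was driven by heparin (20 uM final) acting on recombinant tau […] bearing P301L in 100 mM sodium acetate pH 7; fibrils were detected with Thioflavin T.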
TR SRC2 fluor cs – Total Fluorescence Counterscreen for Inhibitors of the Interaction of Thyroid Hormone Receptor and Steroid Receptor Coregulator 2; TRb/SRC2 Texas Red total fluorescence interference; Potency, µM (titrated, usually from 106 µM), without a hit: at the top dose fluorescence change, negative = quenching; hit rate 0.29% among 280,000; active = well fitted curve in either direction with a large enough effect; inconclusive = small, poorly fitted or top-dose-only effect
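Human TRβ ligand-binding domain (0.6 uM) and Texas Red SRC2 peptide (20 nM) in Tris buffer with 1 uM T3 and 5% DMSO were incubated with pinned compound for 5 hr at ambient temperature. Total fluorescence was computed as S + 2P (555/632 nm).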
Tau fluor counter – Counterscreen qHTS for Inhibitors of Tau Fibril Formation, Fluorescence Polarization; tau K18 P301L (four-repeat tau fragment) Alexa594 fluorescence, heparin fibrillization; hit rate 0.93% among 280,000; Potency, µM (series often up to 57.7 µM), for the others: at the highest dose activity change, negative = decrease; AID 1463, 2008; also: nearly all actives have a fitted effect of over 55% in size
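Human K18 P301L tau (15 uM unlabeled plus 0.24 uM Alexa 594-labeled, final) in 100 mM sodium acetate pH 7 was mixed with compound and 20 uM heparin and incubated 6 hr at 37 C.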
GLA spleen mod – qHTS Assay for Inhibitors and Activators of Human alpha-Galactosidase From Spleen Homogenate. human spleen homogenate, 4MU-alpha-Gal fluorescence, 40 min. Potency, µM (series often up to 80 µM), for the others: at the highest dose activity change, negative = inhibition, actives largely listed as inhibitors. hit rate 0.008% among 240,000;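 also: 0% = enzyme with vehicle and -100% = no enzyme basal signal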
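Human spleen homogenate (1 ug) as enzyme source, 4-methylumbelliferyl-alpha-D-galactopyranoside 1 mM final, citrate/phosphate pH 5.0 with 0.01% Tween-20. Compounds 40 min at 37C, NaOH/glycine stop; fluorescence Ex 365/Em 440, Hill-fit AC50.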
Active calls of the source: *; ? = inconclusive; · = not tested or not shown; & = joins results of further samples; [ ] = remark or other dose. Unless noted, calls follow the shape of the dose curve; as a rule, active = well fitted curve in the direction sought with a large enough effect; inconclusive = small, poorly fitted or top-dose-only effect, or another doubt; inactive = no such curve, though single readings can be large; an effect the other way counts as inactive or inconclusive. Unless noted, % is scaled to controls: 0 for no effect and ±100 for the full control effect; potency is read from the fitted curve at half-maximal effect.

SMILES	TRb-SRC2 inh	L3MBTL1 inh	ALDH1A1 inh	Tau fibril FP	Tau fibril ThT	TR SRC2 fluor cs	Tau fluor counter	GLA spleen mod
Nc1ccccc1SC1CC(=O)N(c2ccc(Cl)c(Cl)c2)C1=O (stereo unspecified)	-4%	-6%	2%	28µM*	5%	-3%	?	-24%
COc1ccc(-n2c(-c3ccc(F)cc3)cn3c4c(=O)n(C)c(=O)n(C)c4nc23)cc1	-3%	·	·	1%	3%	5%	0%	·
CN1CCN(C(=O)c2cc(C(C)(C)C)cc(C(C)(C)C)c2)CC1	9%[53 µM]	-5%	16%	-5%	-3%	0%[53 µM]	-6%	4%
Cc1ccc(CCNC(=O)C2CCCN(c3nc4ccccc4o3)C2)cc1 (stereo unspecified)	1%	4%	-7%	-1%	?	-1%	-18%	-2%
CCn1c(=N)n(CC(=O)C23CC4CC(CC(C4)C2)C3)c2ccccc21	6%	-4%[11.4 µM]	22µM*	4%	-14%	-7%	-3%	1%
CCn1c(C(=O)N2CCC(C(=O)NCCc3ccc(C)cc3)CC2)cc2sccc21	-2%	·	·	13%	-14%	2%	0%	·
NNC(=O)c1sccc1OCc1ccc(Cl)cc1	2%	?	2.2µM*	11%	-5%	-1%	9%	-3%
CCCNC(=O)OC[C@H]1O[C@@H](CCO/N=C\[C@@H](NS(=O)(=O)c2ccc(C)cc2)[C@H](C)/C=C\CC(=O)OC)C=C[C@@H]1Oc1ccc(OC)cc1	0%[11.2 µM]	·	?	2%[11.6 µM]	-3%[11.5 µM]	1%[11.2 µM]	-8%[11.6 µM]	-6%[17.5 µM]
Cc1ccc(C(=O)NNC(=S)NC(=O)c2ccc(Cl)cc2)cc1	7%	1%	-8%	7%	?	-5%	-4%	8%
O=C(COC(=O)CCCOc1ccc(Cl)cc1Cl)Nc1cccc(Cl)c1	2%	28%	3%	?	5%	-1%	?	-2%
CN(C)C(=O)/C(C#N)=C\c1cc(Br)c(Sc2ccc(Cl)cc2)o1	0%	-15%	-4%	?	?	0%	-2%	1%
Clc1ccc(C(c2ccccc2Cl)C(Cl)Cl)cc1 (stereo unspecified)	-2%	75%[activator]	-5%&1%&6%	-10%&-8%	?	1%	?	-3%&16%&10%
O=C(c1cccc(Cl)c1)C1CCCN(Cc2ccc(N3CCNC3=O)cc2)C1 (stereo unspecified)	-5%	-14%	-11%	1%	-9%	-2%	0%	-1%
CC(=O)N1CCc2c(sc(NC(=O)CSc3ccc(F)cc3)c2-c2nc3ccccc3s2)C1	-4%	·	·	3%	-16%	-1%	0%	·
COCCn1c(SCC(=O)N(C)C2CCS(=O)(=O)C2)nc2ccccc2c1=O (stereo unspecified)	4%	8%	9%	1%	2%	0%	3%	-1%
CCCS(=O)(=O)N1CC(=O)N(c2cccc(Cl)c2C)C(C)(C(=O)NC2CCCC2)C1 (stereo unspecified)	3%	·	·	0%	2%	-14%	-3%	·
Cc1ccc(Sc2ncccc2C(=O)NC2CCCCCC2)cc1C	-4%	13%	8%	-10%	-7%	1%	-17%	-4%
Cc1cc(C)cc(Nc2nc3cc(Cl)c(Cl)cc3nc2-n2nc(C)cc2C)c1	0%	·	·	0%	-3%	0%	-8%	·
CCc1ccc(NC(=O)c2ccccc2Br)cc1	-1%	17%	?	6%	-4%	-4%	0%	5%
CCN(CC)S(=O)(=O)c1ccc(NC(=O)c2ccc(N(C)S(C)(=O)=O)cc2)cc1	-10%	8%	?	?	-9%	0%	-27%	-3%
COc1ccc(S(=O)(=O)c2cnc3cc(OC)c(OC)cc3c2N2CCCC(C)C2)cc1 (stereo unspecified)	-1%	·	·	4%	-16%	2%	-16%	·
Clc1ccc(-c2noc3ncnc(N4CCCCC4)c23)cc1	-4%	·	·	1%	-7%	-2%	-15%	·
CC(C)CC1(C(=O)NCCc2c[nH]c3ccccc23)C=CCN1C(=O)c1ccccc1 (stereo unspecified)	-1%&8%	-3%	-3%&-3%	5%&3%	-19%&-10%	1%&1%	-24%&-18%	9%&2%
COc1cccc(N2CCN(c3nc4ccc(C(=O)c5ccccc5)cc4n4c(C)nnc34)CC2)c1	-3%	·	·	13%	-2%	-1%	-11%	·

Entries of single compounds, looked up by structure:
Results for `COc1ccc(-n2c(-c3ccc(F)cc3)cn3c4c(=O)n(C)c(=O)n(C)c4nc23)cc1` → TRb-SRC2 inh: -3%; L3MBTL1 inh: ·; ALDH1A1 inh: ·; Tau fibril FP: 1%; Tau fibril ThT: 3%; TR SRC2 fluor cs: 5%; Tau fluor counter: 0%; GLA spleen mod: ·
Results for `O=C(COC(=O)CCCOc1ccc(Cl)cc1Cl)Nc1cccc(Cl)c1` → TRb-SRC2 inh: 2%; L3MBTL1 inh: 28%; ALDH1A1 inh: 3%; Tau fibril FP: ?; Tau fibril ThT: 5%; TR SRC2 fluor cs: -1%; Tau fluor counter: ?; GLA spleen mod: -2%
Results for `CN(C)C(=O)/C(C#N)=C\c1cc(Br)c(Sc2ccc(Cl)cc2)o1` → TRb-SRC2 inh: 0%; L3MBTL1 inh: -15%; ALDH1A1 inh: -4%; Tau fibril FP: ?; Tau fibril ThT: ?; TR SRC2 fluor cs: 0%; Tau fluor counter: -2%; GLA spleen mod: 1%

Shown field by field: part of the list above.
NNC(=O)c1sccc1OCc1ccc(Cl)cc1
  TRb-SRC2 inh = 2%; L3MBTL1 inh = ?; ALDH1A1 inh = 2.2µM*; Tau fibril FP = 11%; Tau fibril ThT = -5%; TR SRC2 fluor cs = -1%; Tau fluor counter = 9%; GLA spleen mod = -3%

CCCNC(=O)OC[C@H]1O[C@@H](CCO/N=C\[C@@H](NS(=O)(=O)c2ccc(C)cc2)[C@H](C)/C=C\CC(=O)OC)C=C[C@@H]1Oc1ccc(OC)cc1
  TRb-SRC2 inh = 0%[11.2 µM]; L3MBTL1 inh = ·; ALDH1A1 inh = ?; Tau fibril FP = 2%[11.6 µM]; Tau fibril ThT = -3%[11.5 µM]; TR SRC2 fluor cs = 1%[11.2 µM]; Tau fluor counter = -8%[11.6 µM]; GLA spleen mod = -6%[17.5 µM]

Screening results as filed in PubChem BioAssay.
